TRb-SRC2 inh: disrupts binding of human TR beta to SRC2; P10828; TRbeta-SRC2 peptide binding, fluorescence polarization; receptor liganded with 1 µM T3; Potency, µM (series often up to 106 µM), for the others: top-dose activity change, negative = inhibition, actives largely listed as inhibitors; 280,000 tested, 0.065% active; AID 1469;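 also: plate controls were bound peptide for no effect and peptide without receptor for full effect; nearly all actives have a fitted effect of over 50% in size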
Target sequence (P10828 whole entry, looked up): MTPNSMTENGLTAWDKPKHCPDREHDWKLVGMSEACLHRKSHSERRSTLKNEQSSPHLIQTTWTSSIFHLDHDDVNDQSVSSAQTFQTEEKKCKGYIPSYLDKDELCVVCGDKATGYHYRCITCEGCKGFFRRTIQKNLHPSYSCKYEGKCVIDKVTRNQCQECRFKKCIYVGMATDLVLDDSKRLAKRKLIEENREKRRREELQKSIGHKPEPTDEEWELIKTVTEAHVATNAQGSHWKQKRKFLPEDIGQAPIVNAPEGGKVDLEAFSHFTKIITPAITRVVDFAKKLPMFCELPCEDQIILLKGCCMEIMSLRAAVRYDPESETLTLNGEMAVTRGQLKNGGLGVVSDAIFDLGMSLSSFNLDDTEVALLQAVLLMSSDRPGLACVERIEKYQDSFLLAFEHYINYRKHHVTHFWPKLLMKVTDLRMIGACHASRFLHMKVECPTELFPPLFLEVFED
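Human TRb LBD (0.6 uM) plus Texas Red-labeled SRC2 peptide (20 nM), 1uM T3, 5% DMSO, 5 hr at ambient temperature. Decreased polarization (555/632 nm) flags inhibition; data normalized to free and bound peptide controls.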
TexasRed fluor: Texas Red fluorescence interference in TRb-SRC2 counter-screen. TRb/SRC2 Texas Red total fluorescence interference. 280,000 tested, 0.29% active. Potency, µM (titrated, usually from 106 µM), inactives show at the highest dose fluorescence change, negative = quenching. AID 1479; active = well fitted curve in either direction with a large enough effect; inconclusive = small, poorly fitted or top-dose-only effect; also: % is scaled to controls: 0 for no effect and ±100 for the full control effect
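Human TRβ ligand-binding domain (0.6 uM) and Texas Red SRC2 peptide (20 nM) in Tris buffer with 1 uM T3 and 5% DMSO were incubated with pinned compound for 5 hr at ambient temperature. Total fluorescence was computed as S + 2P (555/632 nm).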
Tau fluor counter: counter-screen for tau fibril formation inhibitors. AID 1463. tau K18 P301L Alexa594 fluorescence, heparin fibrillization. Potency, µM (top dose mostly 57.7 µM), without a hit: top-dose activity change, negative = decrease. 280,000 tested, 0.93% active; also: % is scaled to controls: 0 for no effect and ±100 for the full control effect; nearly all actives have a fitted effect of over 55% in size
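Human K18 P301L tau (15 uM unlabeled plus 0.24 uM Alexa 594-labeled, final) in 100 mM sodium acetate pH 7 was mixed with compound and 20 uM heparin and incubated 6 hr at 37 C.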
L3MBTL1 inh: blocks human L3MBTL1 | Q9Y468 | AlphaScreen L3MBTL1–H3K9me1 peptide binding | Potency, µM (top dose mostly 57.1 µM), for the others: at the highest dose activity, negative = inhibition, actives largely listed as inhibitors | 230,000 tested, 0.66% active; also: % is scaled to controls: 0 for no effect and ±100 for the full control effect; nearly all actives have a fitted effect of over 60% in size
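L3MBTL1 (50 nM) pre-complexed 30 min with biotinylated H3(1-15)K9me1 peptide (75 nM), then compounds added for 30 min at room temperature; AlphaScreen streptavidin donor/nickel chelate acceptor beads (10 ug/mL final) read after 30 min dark incubation.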
Tau fibril ThT: tau fibrillization inhibition (ThT binding) | P10636 | recombinant tau K18 P301L (four-repeat tau fragment), heparin-induced fibrillization, ThT fluorescence | Potency, µM (top dose mostly 57.4 µM), for the others: top-dose activity, negative = inhibition, most hits filed as inhibitors | 270,000 tested, 2.1% active; also: % is scaled to controls: 0 for no effect and ±100 for the full control effect; nearly all actives have a fitted effect of over 55% in size
Target sequence (P10636 561-689 P618L limits assumed): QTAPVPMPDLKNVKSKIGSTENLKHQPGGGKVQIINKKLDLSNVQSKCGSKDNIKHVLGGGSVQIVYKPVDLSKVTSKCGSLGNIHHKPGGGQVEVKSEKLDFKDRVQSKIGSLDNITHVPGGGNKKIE
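Heparin-induced (20 uM) aggregation of recombinant human K18 P301L tau, 15 uM unlabeled with 0.24 uM labeled, pH 7 acetate buffer, 6 hr at 37 C with compound. Fibrils quantified by 30 uM ThT fluorescence after 1 hr ambient incubation.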
RECQ1 helicase: inhibitors of human RECQ1 DNA helicase. RECQ1 DNA unwinding, red fluorescence kinetic read. 240,000 tested, 0.54% active. P46063. Potency, µM (doses to about 57.3 µM), for the others: at the top dose activity, negative = inhibition, most hits filed as inhibitors;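 also: plate controls were vehicle for no effect and no enzyme for full effect; nearly all actives have a fitted effect of over 30% in size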
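RECQ1T1 50 nM; forked duplex (20 bp + 30-nt ss tails) 200 nM, ATP 2 mM final; pH 8.0, 2 mM MgCl2, 2.5 ug/ml poly(dI-dC); 15 min compound preincubation; discontinuous kinetic read over 2 h at RT.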
HTT cytoprotect: cytoprotection in Huntington HTT-Q103 PC12 cell model; PC12 HTT-Q103 induced, cytoprotection, ATP luminescence, 40 h; Potency, µM (highest dose often 56.4 µM), for the others: cytoprotection (ATP increase), actives largely listed as activators; 230,000 tested, 0.14% active; AID 1471;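 also: % of control where 0% means no effect; nearly all actives have a fitted effect of over 45% in size; toxic huntingtin expression switched on by the ecdysone agonist tebufenozide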
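Stable PC12 Q103-GFP cells in serum-supplemented, phenol red-free DMEM; induction by tebufenozide at 100 nM final; compound dose series; cell viability quantified luminescently from ATP.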
Tau fibril FP: inhibitors of human tau fibril formation; Potency, µM (series often up to 57.7 µM), inactives show at the highest dose activity, negative = inhibition, usual class: inhibitors; 280,000 tested, 0.39% active; P10636; AID 1468; K18 P301L tau heparin fibrillization, Alexa594 FP, 6 h; also: % is scaled to controls: 0 for no effect and ±100 for the full control effect; nearly all actives have a fitted effect of over 55% in size
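Recombinant K18 P301L […], labeled with Alexa 594 at 0.24 uM over 15 uM unlabeled; heparin inducer 20 uM final; 37 C, 6 hr; FP endpoint.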
* = called active by the depositor; i = inactive; ? = inconclusive; . = no result given; & = joins results of further samples; [ ] = another dose, or the depositor's remark. Unless noted, calls follow the shape of the dose curve; as a rule, active = well fitted curve in the direction sought with a large enough effect; inconclusive = small, poorly fitted or top-dose-only effect, or another doubt; inactive = no such curve, though single readings can be large; an effect the other way counts as inactive or inconclusive. Potency is read from the fitted curve at half-maximal effect. An excerpt; count on the stated rates, not on these rows.

SMILES | TRb-SRC2 inh | TexasRed fluor | Tau fluor counter | L3MBTL1 inh | Tau fibril ThT | RECQ1 helicase | HTT cytoprotect | Tau fibril FP
Cc1cc(C)cc(NC(=O)CN(c2cccc(C)c2C)S(=O)(=O)c2ccccc2)c1 | 14% | -2% | -26% | . | -3% | . | . | -22%
CCN(CC)S(=O)(=O)c1ccc(C(=O)Nc2cc(C)cc(C)c2)cc1 | 4% | -1% | -27% | 3% | -8% | -2% | -5% | -5%
C=CCOC(=O)C1=C[C@@H](c2ccc(Br)cc2)[C@H](CCCO)[C@@H](OCC)O1 | -4% | -1% | -5% | -6% | -4% | i | 11%[10 µM] | 15%
O=C(NCc1csc(-c2cccs2)n1)C1CCCCC1 | -1% | -1% | 4% | 3% | 0% | -6% | 16%[10 µM] | 0%
CC(C)(C)NC(=O)C(c1ccncc1)N(C(=O)Cn1nnc(-c2ccc(F)cc2)n1)c1ccccc1F (configuration not stated) | 11% | ? | -42% | -15% | ? | -18% | -36%[10 µM] | 23%
CCOC(=O)N1CCN(S(=O)(=O)c2ccc3c(c2)SCC(=O)N3)CC1 | -14% | -2% | -3% | -6% | 0% | -2% | -8%[0.074 µM] | -3%
OC1(c2ccccc2)Cc2cccc[n+]2C1c1ccccc1 (configuration not stated) | -3% | -8% | -12% | -6% | -4% | i | 12%[10 µM] | -3%
O=C(CSc1nnc(CCc2ccccc2)n1-c1ccc(Cl)cc1)c1ccccc1 | -5% | 0% | -19% | 1% | ? | -9% | 0%[10 µM] | -6%
Cc1ccc(-c2csc(NC(=O)CN3C(=O)CCC3=O)n2)cc1 | -1% | -1% | -3% | 11% | -4% | i | . | -2%
Cc1c(N(C)C(=O)c2ccc3c(c2)OCO3)c(=O)n(-c2ccccc2)n1C | -14% | 0% | -9% | 1% | -2% | -4% | 0%[1.9 µM] | ?
CCN(C(=O)Cn1c(=O)oc2cc(Cl)ccc21)c1cccc(C(F)(F)F)c1 | -2% | -5% | -24% | . | -18% | . | . | -4%
Cc1ccc(OCC(=O)Nc2ccc(C(=O)OCc3cc(=O)n4nc(C5CC5)sc4n3)cc2)cc1 | 1% | -2% | -2% | . | -3% | . | . | -2%
O=C(c1cc(-c2ccncc2)nc2ccccc12)N1CCN(c2ccc(N3CCOCC3)nn2)CC1 | -7% | -4% | -5% | -13% | -13% | 9% | -27% | -3%
CCc1ccc(-c2c(C)sc(NC(=O)C3CCC3)c2C#N)cc1 | -2% | -7% | 6% | -3% | 9% | -4% | 1%[10 µM] | 2%
Cc1c(N/C(=N/S(=O)(=O)c2ccc(F)cc2)c2ccccc2)c(=O)n(-c2ccccc2)n1C | 0% | 0% | 3% | 10% | -4% | -8% | -23% | 6%
CC1CC(C)CN(CCCNC(=O)C2CCN(S(=O)(=O)N3CCCCC3)CC2)C1 (configuration not stated) | -1% | 2% | -2% | 5% | 4% | -7% | 2% | -2%
CCC(C)n1c(SCc2ccc([N+](=O)[O-])cc2)nc2ccsc2c1=O (configuration not stated) | -1% | 1% | -1% | ? | 3% | -12% | 23%[10 µM] | 1%
COCCCN(Cc1ccccn1)S(=O)(=O)Cc1ccccc1 | -16% | 2% | -4% | 1% | 1% | 1% | -6%[0.074 µM] | -8%
CCOC(=O)N1CCN(C(=O)c2ccccc2NC(=O)COc2ccccc2C)CC1 | 0% | 2% | -9% | . | -5% | -4% | 3% | 13%
COC(=O)c1ccccc1NC(=S)NC(=O)COc1ccc(C(C)C)cc1 | -1% | -3% | -11% | 2% | -10% | -1% | 7%[10 µM] | -11%
COC(=O)c1c(NC(=O)CCCOc2ccc(C)cc2)sc2c1C(C(=O)OC)CC2 (configuration not stated) | 2% | 6% | ? | . | 7.9µM* | . | . | ?
COc1ccc(C2NC(=O)NC(C)=C2C(=O)Nc2cc(C)cc(C)c2)c(OC)c1 (configuration not stated) | -6% | -2% | -12% | . | -8% | . | . | -1%
COc1ccc(S(=O)(=O)N2CCCCC2C(=O)O)cc1OC (configuration not stated) | -4% | 1% | -3% | 15% | 0% | -7% | 22% | -1%
Cc1ccc(C2(c3noc(CN(C)CCCN4CCOCC4)n3)CCCC2)cc1 | -1% | -2% | -7% | -6% | 1% | i | 20%[10 µM] | -3%
O=C(COc1ccc(Cl)cc1)Nc1c(-c2cccs2)nc2ccccn12 | 2% | 5% | -10% | -6% | -14% | -6% | 21%[10 µM] | -7%
NC(=O)NCC1CC1 | 9%&-1% | -4%&-1% | -5%&1% | 2% | -2%&1% | 6% | -13% | -3%&4%
Cc1ccc(C(=O)Nc2cccc(C(=O)O)c2)cc1S(=O)(=O)N1CCCC1 | -1% | 4% | -7% | . | -7% | . | . | -2%
Cc1cccc(S(=O)(=O)NCCC(=O)OCC(=O)Nc2ccc(C#N)cc2)c1 | -5% | -1% | -16% | -3% | 5% | 0% | . | -12%
COc1ccc(OC)c(/C=C(\NC(=O)c2ccccc2)C(=O)N/N=C/c2ccc(C)s2)c1 | -2% | 1% | -9% | 0% | -5% | -7% | -25% | 7%
c1ccc(CCn2nnnc2C(c2cccnc2)N2CCOCC2)cc1 (configuration not stated) | -4% | 1% | -3% | 12% | -2% | -8% | 23%[10 µM] | -4%
CN1CCN(C(=O)CCc2ncc(C(F)(F)F)cc2Cl)CC1 | 5% | -3% | -2% | 19% | -1% | -5% | -19% | -3%
O=C(CCC1CCCCC1)NCCN1C2=NC[C@H](Cc3ccccc3)N2C[C@H]1Cc1ccc(O)cc1 | -6% | 0% | -12% | -7% | -13% | -19% | -3%[10 µM] | 8%
CC(C)Oc1ccc(C(CC(=O)O)NC(=O)CSc2ncn[nH]2)cc1 (configuration not stated) | -6% | 0% | 7% | 12% | -1% | i | 11% | 3%
CCc1ccc(CN(Cc2ccco2)c2cnc(S(C)(=O)=O)nc2C(=O)Nc2ccc(C)c(Cl)c2)cc1 | -11% | ? | 4% | . | 7% | . | . | ?
CCOCCCNC(=O)c1ccc(-n2c(-c3ccccc3)cc3c2CCC(C)C3)cc1 (configuration not stated) | 7% | -11% | ? | . | 10% | . | . | 5µM*
O=C(CSc1nc2ccccc2[nH]1)N1CCN(S(=O)(=O)c2ccc(Cl)cc2)CC1 | -10% | 1% | -24% | . | -13% | -3% | -32% | 5%
Cn1c(=O)c2c(nc(Br)n2C)n(C)c1=O | 2% | 1% | -8% | . | -12% | i | -13% | -4%
COc1ccc(CC(=O)Nc2cc(NC(=O)Cc3ccc(OC)c(OC)c3)cc(C(=O)O)c2)cc1OC | -6% | -3% | 5% | 9% | -5% | i | . | 4%
COc1ccc(-c2noc(CCC(=O)NCCCN3CCC(C)CC3)n2)cc1 | -3% | 1% | -6% | . | -11% | i | 15% | -2%
FC(F)(F)c1ccnc(Oc2ccc(C3=NCCS3)cc2)c1 | -6% | -3% | -9% | 9% | -5% | -1% | 3%[10 µM] | -9%
CC1CN(C(=O)CSc2nc(-c3ccc(F)cc3)cs2)CC(C)O1 (configuration not stated) | -6% | -1% | -8% | . | -9% | 0% | 0% | -4%
COc1ccc(/C=N/NC(=O)c2ccncc2)cc1CSc1nc2ccccc2s1 | -7% | ? | ? | -1% | 8% | -6% | -14%[10 µM] | ?
COC(=O)C1=C(C)NC(C)=C(C(=O)OC)C1C(=O)OCC(=O)c1ccc(F)cc1 | 9% | 1% | -5% | 9% | 1% | -4% | 0% | -6%
COC(=O)c1ccc(N2CCN(C)CC2)c(NC(=O)c2cccnc2)c1 | 5% | 1% | -1% | . | -7% | -4% | -5% | 8%
O=C(NNc1cccc(Cl)n1)Nc1cccc(C(F)(F)F)c1 | -1% | 0% | -5% | 2% | -3% | -7% | . | 4%
CCN(CC)S(=O)(=O)c1ccc(OC)c(NC(=S)Nc2cccc(C)c2)c1 | 7% | -2% | ? | -2% | 2% | -14% | 8%[10 µM] | ?
NS(=O)(=O)c1ccc(NCc2ccccc2OCc2ccccc2F)cc1 | -6% | -3% | -22% | 0% | -16% | i | -18% | 13%
COCC(C)NC(=O)c1ccc(CN2CCc3ccccc3C2)cc1 (configuration not stated) | -3% | -3% | -3% | -11% | -4% | -8% | -25% | -7%
O=C(CCSCc1cnn(-c2ccccc2)c1-n1cccc1)NCc1ccccc1Cl | -5% | -1% | -22% | . | -14% | . | . | -5%
COc1ccc(C(=O)NCCSc2ccccc2)cc1 | -2% | 0% | 4% | 5% | -4% | -5% | 8%[0.074 µM] | 2%
COC(=O)c1sccc1NC(=O)c1cc(C)on1 | 0% | -2% | -4% | 1% | -6% | 0% | -17%[0.074 µM] | ?
COc1ccccc1/C=C/C=N/N1CCN(c2ccccn2)CC1 | -2% | 2% | -21% | -8% | ? | i | -11% | -2%
CCCCN(C)C(=O)Cn1cnc2sc(C)c(S(=O)(=O)N3CCN(c4ccccc4OC)CC3)c2c1=O | 6% | 0% | -11% | . | -7% | . | . | 5%

Three entries drawn at random from those above, as already listed:
SMILES | TRb-SRC2 inh | TexasRed fluor | Tau fluor counter | L3MBTL1 inh | Tau fibril ThT | RECQ1 helicase | HTT cytoprotect | Tau fibril FP
NS(=O)(=O)c1ccc(NCc2ccccc2OCc2ccccc2F)cc1 | -6% | -3% | -22% | 0% | -16% | i | -18% | 13%
COc1ccccc1/C=C/C=N/N1CCN(c2ccccn2)CC1 | -2% | 2% | -21% | -8% | ? | i | -11% | -2%
O=C(CCSCc1cnn(-c2ccccc2)c1-n1cccc1)NCc1ccccc1Cl | -5% | -1% | -22% | . | -14% | . | . | -5%

Compounds from the list above that contain an NH in an aromatic ring (2):
SMILES | TRb-SRC2 inh | TexasRed fluor | Tau fluor counter | L3MBTL1 inh | Tau fibril ThT | RECQ1 helicase | HTT cytoprotect | Tau fibril FP
CC(C)Oc1ccc(C(CC(=O)O)NC(=O)CSc2ncn[nH]2)cc1 (configuration not stated) | -6% | 0% | 7% | 12% | -1% | i | 11% | 3%
O=C(CSc1nc2ccccc2[nH]1)N1CCN(S(=O)(=O)c2ccc(Cl)cc2)CC1 | -10% | 1% | -24% | . | -13% | -3% | -32% | 5%
